# High-throughput results as filed in PubChem BioAssay.
# CXCR6 inh: CXCR6 (human) receptor inhibition. CHO-K1 PathHunter CXCR6 beta-arrestin, luminescence. inhibition, % at 20 µM. 360,000 tested, 0.36% active. AID 602244; in the data active means inhibition above about 34%, passing the limit was not always enough;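 further: antagonist mode with CXCL16 agonist at 10 nM final; 0% = 10 nM CXCL16 with DMSO and 100% = unstimulated wells without agonist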
# Target sequence (O00574 whole entry, looked up): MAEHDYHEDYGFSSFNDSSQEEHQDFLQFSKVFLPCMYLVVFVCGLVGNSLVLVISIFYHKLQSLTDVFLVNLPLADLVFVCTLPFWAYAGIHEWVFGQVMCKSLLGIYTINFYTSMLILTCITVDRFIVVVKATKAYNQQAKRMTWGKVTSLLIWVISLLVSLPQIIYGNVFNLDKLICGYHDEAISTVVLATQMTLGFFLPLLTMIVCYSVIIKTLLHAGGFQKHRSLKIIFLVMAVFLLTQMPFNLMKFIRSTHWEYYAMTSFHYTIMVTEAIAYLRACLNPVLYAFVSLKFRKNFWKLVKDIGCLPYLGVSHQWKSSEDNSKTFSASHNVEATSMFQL
# EBI2 block: antagonists of human EBI2 receptor; EBI2 beta-arrestin recruitment, luminescence, 7a,25-OHC stimulated; 360,000 tested, 0.81% active; inhibition, % at 5 µM; P32249; in the data active means inhibition above about 38%;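 further: enzyme fragment complementation signal reports receptor beta-arrestin coupling in cells; 0% = agonist plus DMSO wells and 100% = wells without agonist; some results beyond the cut were filed as inactive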
# Target sequence (P32249 whole entry, looked up, the tested form may be a part): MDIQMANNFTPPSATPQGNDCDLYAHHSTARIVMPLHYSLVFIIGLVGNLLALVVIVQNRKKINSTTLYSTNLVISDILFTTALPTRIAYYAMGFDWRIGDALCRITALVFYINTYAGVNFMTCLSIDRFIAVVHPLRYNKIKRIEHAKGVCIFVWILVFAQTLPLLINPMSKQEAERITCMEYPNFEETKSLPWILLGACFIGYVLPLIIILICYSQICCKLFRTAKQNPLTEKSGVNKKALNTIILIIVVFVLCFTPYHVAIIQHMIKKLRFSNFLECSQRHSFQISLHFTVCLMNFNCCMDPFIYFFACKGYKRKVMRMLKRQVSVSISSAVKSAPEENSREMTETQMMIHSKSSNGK
# CCR6 antagonist: blocks CCL20-driven beta-arrestin recruitment at human CCR6; P51684; 340,000 tested, 0.49% active; CHO-K1 CCR6 PathHunter beta-arrestin, luminescence, CCL20-stimulated; inhibition, % at 20 µM;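 active means compounds whose inhibition of the agonist-driven luminescence signal at 20 µM reaches about 50%, limit read from the data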;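 further: cells stimulated with CCL20 at 14 nM final; plate controls were DMSO with CCL20 for no effect and DMSO without agonist for full effect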
# Target sequence (P51684 whole entry, looked up): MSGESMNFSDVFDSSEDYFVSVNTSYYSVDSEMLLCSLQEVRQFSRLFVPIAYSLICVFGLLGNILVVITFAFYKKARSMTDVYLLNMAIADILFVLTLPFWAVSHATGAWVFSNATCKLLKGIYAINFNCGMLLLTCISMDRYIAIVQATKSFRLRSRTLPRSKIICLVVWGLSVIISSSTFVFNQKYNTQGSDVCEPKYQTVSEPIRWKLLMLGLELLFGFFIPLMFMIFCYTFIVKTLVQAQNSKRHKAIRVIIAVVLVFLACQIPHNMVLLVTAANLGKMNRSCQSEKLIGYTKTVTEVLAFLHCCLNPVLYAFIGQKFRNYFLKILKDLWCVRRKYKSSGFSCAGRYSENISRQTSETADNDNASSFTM
# NR3A LBD binder: NR3A (human) ligand-binding domain modulation. 340,000 tested, 2.5% active. NR3A LBD differential scanning fluorimetry, Tm shift; 0% = protein alone, 100% = glycine-bound protein. AID 1259313. Tm shift relative to glycine control, % at 25 µM;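 active means melting temperature shift of at least 10% of the positive control shift, at one fixed dose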
# A3G deaminase: APOBEC3G (human) deaminase inhibition | recombinant A3G, ssDNA deamination FAM/TAMRA fluorescence | inhibition, % at 20 µM | 330,000 tested, 0.28% active | AID 493012;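 active means inhibition of at least 40% at 20 µM, with no more than 30% in the related APOBEC3A deaminase screen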;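 further: plate controls were DMSO wells with A3G for no effect and wells lacking A3G enzyme for full effect; some compounds called inactive have numbers as strong as hits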
# APOBEC3A inh: blocks human APOBEC3A ssDNA deamination | inhibition, % at 20 µM | P31941 | 330,000 tested, 0.41% active | AID 493011 | recombinant A3A, FAM/TAMRA ssDNA deamination fluorescence;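 active means at least 40% inhibition at 20 µM here, with at most 30% in a related deaminase screen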;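 further: plate controls were A3A with DMSO for no effect and wells lacking A3A enzyme for full effect; some results filed as inactive read as strong as hits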
# MPTP inh: blocks calcium-induced mitochondrial swelling; inhibition, % at 10 µM; isolated mouse mitochondria, Ca2+ swelling absorbance, 30 min; AID 602449; 360,000 tested, 1.4% active;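 active means inhibition of 50% or more, scaled per plate between neutral and stimulator controls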;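 further: 0% = DMSO wells given calcium and 100% = 1 mM EGTA wells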
# Gli-Sufu block: Gli-Sufu pathway antagonism | Sufu-KO-LIGHT fibroblasts, Gli luciferase reporter luminescence | AID 588413 | 340,000 tested, 0.74% active | inhibition, % at 5 µM;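 active means inhibition above about 55%, limit read from the data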;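 further: 0% = DMSO-treated cells and 100% = wells with medium but no cells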
# * hit, by the source's call; . = not tested or not shown.
SMILES,CXCR6 inh,EBI2 block,CCR6 antagonist,NR3A LBD binder,A3G deaminase,APOBEC3A inh,MPTP inh,Gli-Sufu block
COc1ccc(N2C(=NC(=O)CCCc3ccccc3)SC3CS(=O)(=O)CC32)cc1 (centres undefined),-6,-1,5,0,-3,-2,-0.4,-15
CN(C)c1ccnc2sc(C(=O)c3ccccc3)c(N)c12,7,10,0,3,-7,-3,0.6,-94
NNC(=O)c1ccc(COc2ccccc2)cc1,0,-13,-20,-1,-3,0,0.6,-10
Cc1cc(C(=O)OCC(=O)c2c(N)n(C)c(=O)n(C)c2=O)c(C)n1-c1ccccc1,6,4,37,-26,-3,-1,-0.5,-1
Cc1ccc(C2OC34CCCCCC3C(C#N)(C(=N)O4)C2(C#N)C#N)cc1 (centres undefined),-2,-9,3,-5,-6,3,-2.1,-5
COc1ccc(OC)c2[nH]c(=O)c(CCNC(=O)C(=O)c3c(C)[nH]c4ccccc34)cc12,2,-8,-2,1,0,3,1.6,4
NC(=O)CN(c1ccc(Oc2ccccc2)cc1)S(=O)(=O)c1ccccc1,5,-1,14,2,-8,1,1.2,-7
OC(Cn1cncn1)c1ccc(Cl)cc1Cl (centres undefined),-9,0,-16,-2,-7,-5,-4.2,-4
COc1ccc(C(=O)c2c[nH]c(C(=O)NCCCn3ccnc3)c2)cc1,-12,2,8,0,0,5,-1.7,0
Cc1cc(C)cc(NC(=S)NC2CC3CCCC(C2)N3C2CC2)c1 (centres undefined),-6,-13,6,0,-3,0,0.2,18
C=CCOc1c(Br)cc(CNn2nnnc2N)cc1OCC,0,6,6,2,-10,-6,0.2,4
CCOc1ccccc1NC(=O)NNC(=O)CCc1ccc(OC)cc1,-3,2,-5,-1,-3,1,-0.8,6

# 4 structures already listed, arranged by number of heavy atoms, lowest first.
SMILES,CXCR6 inh,EBI2 block,CCR6 antagonist,NR3A LBD binder,A3G deaminase,APOBEC3A inh,MPTP inh,Gli-Sufu block
CN(C)c1ccnc2sc(C(=O)c3ccccc3)c(N)c12,7,10,0,3,-7,-3,0.6,-94
C=CCOc1c(Br)cc(CNn2nnnc2N)cc1OCC,0,6,6,2,-10,-6,0.2,4
Cc1cc(C)cc(NC(=S)NC2CC3CCCC(C2)N3C2CC2)c1 (centres undefined),-6,-13,6,0,-3,0,0.2,18
Cc1cc(C(=O)OCC(=O)c2c(N)n(C)c(=O)n(C)c2=O)c(C)n1-c1ccccc1,6,4,37,-26,-3,-1,-0.5,-1

# Other compounds:
SMILES,CXCR6 inh,EBI2 block,CCR6 antagonist,NR3A LBD binder,A3G deaminase,APOBEC3A inh,MPTP inh,Gli-Sufu block
O=S(=O)(c1ccc(F)cc1)N(CCO)CC(O)Cn1c2ccccc2c2ccccc21 (centres undefined),-10,-8,7,0,-5,-3,1.6,5
O=C(O)CC1NC(=S)N(c2ccccc2)C1=O (centres undefined),3,-7,11,2,7,1,0.2,2
O=C(CCN1C(=O)C2CCCCC2C1=O)Nc1nc2c(F)cc(F)cc2s1 (centres undefined),-1,9,8,-2,-7,5,0.8,-38
CCOc1ccc(-c2cn(S(=O)(=O)c3cccc4nsnc34)nc2N)cc1,4,1,19,-27,1,-1,2.9,4
CC(=O)c1ccc(S(=O)(=O)N2CCN(c3nc(-c4cccnc4)nc4ccccc34)CC2)cc1,2,-2,10,-4,-4,1,-0.3,5
CCC(=NCCc1c(C)[nH]c2ccccc12)C1=C(O)CC(c2ccccc2)CC1=O (centres undefined),14,39,3,16*,2,2,3.9,2
CCCn1c(N)c(C(=O)CSc2nc3ccccc3c(=O)n2-c2ccc(OC)cc2)c(=O)[nH]c1=O,9,9,10,0,-10,0,-1.1,1
O=C(O)CC(NC(=O)C1CCCCC1)c1cc([N+](=O)[O-])ccc1Cl (centres undefined),-7,-1,-16,-1,-9,-3,-2.2,-31
O=C(CCCc1ccccc1)NCc1ccc(F)cc1,5,-6,5,-1,-10,-2,1.6,2
CCNC(=O)CN(c1ccc(C)cc1)S(=O)(=O)c1ccccc1,-4,3,-1,-1,-2,-1,-2.0,6
Cn1nccc1NC(=O)c1nccnc1C(=O)O,4,1,-5,-1,-5,-1,2.1,5
COc1ccccc1Nc1nc(N)nc(CSC(=S)N2CCC(C)CC2)n1,0,3,-5,2,-2,0,1.2,-9
COc1ccc(NC(=S)c2ccc(N(C)C)cc2)cc1,0,20,6,-3,-5,-1,0.3,-89
CCCCn1c(=O)n(CC(=O)Nc2ccc(C)c(Cl)c2)c(=O)c2c1ncn2Cc1ccco1,16,-2,3,-1,-1,-1,-1.9,0
C=CCn1cccc(C(=O)Nc2ccc(C)c(C)c2)c1=O,7,8,0,3,2,4,0.4,-83
COc1ccc(CN(C)CC(=O)Nc2ccccc2C(F)(F)F)cc1,7,14,1,-1,-5,0,0.2,-1
O=C(COC(=O)c1cc(=O)c2ccccc2o1)NCc1ccccc1,-7,-11,-3,-2,-3,-1,-1.8,-6
COC(=O)c1[nH]c2c(c1C)C(=O)CC(c1cc(OC)ccc1OC)C2 (centres undefined),1,9,-2,2,-7,0,-1.1,41
COc1ccc(/C(N)=N/OC(=O)c2ccc([N+](=O)[O-])c(C)c2)cc1OC,-13,1,-13,-1,-8,-2,1.7,-11
Cc1c(Cl)cccc1-c1ccc(/C=N/n2cnnc2)o1,3,6,-13,-2,-3,2,2.6,10
CCc1nnc(NC(=O)CCC(=O)O)s1,5,2,3,2,1,1,-2.7,0
CCn1cc(C(=O)NCCc2ccccc2)c(=O)c2cc(S(=O)(=O)N3CCCC3)ccc21,8,-2,2,-1,11,3,-0.7,18
CCN(C(=O)CN1C(=O)NC2(CCc3ccccc32)C1=O)C1CCS(=O)(=O)C1 (centres undefined),-2,1,5,0,1,4,-2.8,3
COc1ccc(C2/C=C\CN(C(=O)c3ccccc3)CC(=O)N2Cc2ccc(F)cc2)cc1 (centres undefined),3,-1,6,1,-3,-1,-2.4,17
CCOC(=O)c1[nH]cnc1C(=O)Nc1ccccc1OC,-9,-18,5,-2,0,-3,-0.9,0
CCC(c1nnnn1C1CCCCC1)N1CCN(C2CCCC2)CC1 (centres undefined),18,-1,1,8,-7,1,-2.7,11
CCCNC(=O)C1CC(c2ccc(C(F)(F)F)cc2)=NO1 (centres undefined),-2,-3,-4,-2,-10,1,-1.7,-3
COc1ccc(NC(=O)Nc2ccc3nsnc3c2)cc1,7,8,25,34*,-7,-3,88*,-59
Cc1nc2c(=O)[nH]c(=S)n(C)c2nc1C,2,10,6,3,52*,-2,-20,4
CC(C)C[C@H](NC(=O)NCc1ccccc1Cl)C(=O)O,-3,-7,13,1,-5,-3,-1.0,1
CN(C)S(=O)(=O)c1ccc(Cl)c(C(=O)NC2CCCCCCC2)c1,-10,1,-2,0,6,21,-0.1,3
CC12CC(O)C3C(CCC4=CC(=O)CCC43C)C1CCC2=CCO (centres undefined),-4,-5,-5,2,.,.,0.4,9
CCOC(=O)C(C)Oc1ccc(C2NC(=O)NC(C)=C2C(C)=O)cc1Br (centres undefined),-1,-3,-7,2,-10,-2,0.2,6
N/C(Cn1cncn1)=N\NC(=O)C(=O)Nc1ccc(Cl)cc1Cl,-6,0,4,-1,-4,-1,-0.3,-2
CCOCC(=O)NC1CCc2cc(OC)c(OC)c(OC)c2-c2ccc(SC)c(=O)cc21 (centres undefined),2,-26,13,-1,.,.,0.0,48
CC(C)C(=O)n1nc(-c2cccnc2)nc1NCc1ccc(F)cc1,0,-5,4,-1,-7,-3,-0.1,6
COc1cc(/C=C(/C#N)C(=O)NC(C)c2ccccc2)cc(OC)c1O (centres undefined),19,13,23,1,-12,-3,0.9,17
COc1cc(C)c(CN2CCC(n3nccc3NC(=O)C3CC3)CC2)cc1C,5,-2,3,-1,-7,-5,0.9,18
CCOc1ccc(OCCNCc2ccc(OC(C)C(=O)N(C)C)c(OCC)c2)cc1 (centres undefined),-10,6,-9,1,-9,-6,-0.8,8
CC(=O)C1=C(C)Nc2ncnn2C1c1ccccc1F (centres undefined),7,-13,7,0,-7,-3,0.6,5
COC(=O)c1cc(-c2cccs2)nn1-c1ccccc1,-6,-10,14,-2,-3,2,-2.2,-2
O=C(NCc1ccccc1)c1cccc(COc2cccc(Cl)c2)c1,9,7,21,-1,3,5,2.8,-39
CCOC(=O)C1CCN(C(C(=O)Nc2ccc3c(c2)OCCO3)c2ccccc2)CC1 (centres undefined),10,17,-23,1,-6,-5,-2.3,7
O=S(=O)(c1ccccc1)c1nc(-c2ccco2)oc1N1CCCCC1,8,-5,7,-1,-3,1,-1.5,28
CN1CC2([N+](=O)[O-])CC=C(Oc3ccccc3)C([N+](=O)[O-])(C1)C2 (centres undefined),3,-11,1,-1,-2,-2,0.1,3
CCc1nnc(NC(=O)C2Cc3ccccc3C(=O)O2)s1 (centres undefined),-4,-2,-1,-2,-4,-4,0.6,4
O=C(C(Sc1ccccc1)c1ccc(Br)cc1)N1CCOCC1 (centres undefined),2,4,15,0,-2,-2,1.1,-7
Cn1c(SCc2ccc(Cl)cc2)nnc1C1CC1,3,-9,-3,0,-5,-3,-0.1,-6
COc1cc(C(=O)N2CCN(CCCc3ccccc3)CC2)cc(OC)c1OC,-4,-9,-9,3,5,-1,2.0,5
COC(=O)c1ccc(OC(=O)c2ccco2)cc1,2,-3,3,0,-5,-1,0.8,1
CCC(=O)NC1(C(F)(F)F)C(=O)Nc2c1c(=O)[nH]c(=O)n2Cc1ccco1 (centres undefined),-2,-6,14,1,-3,0,-7.7,-16
Cc1c(C(=O)N(C)Cc2ccccc2)oc2ccc(S(=O)(=O)N3CCCC3)cc12,-11,-1,8,-2,-5,-3,2.8,12
CC(C)[C@H](NC(=O)c1ccccc1F)C(=O)Nc1ccc2c(c1)OCO2,-20,-12,7,0,-4,-2,0.5,6
Cc1nn(-c2ccccc2)c2sc(C(=O)n3cccn3)cc12,-1,-6,-4,4,-2,2,0.6,-13
N#Cc1ccc(OCC(=O)NCC(c2cccs2)N2CCOCC2)cc1 (centres undefined),7,3,-5,-19,-1,1,-0.4,9
CNc1nc(Sc2ccc(C)cc2)cc(C(F)(F)F)n1,-3,12,26,-1,-4,0,1.1,-7
CCn1c(=O)oc2cc(NC(=O)CCl)ccc21,-9,3,-7,1,-3,-2,-1.6,17
Cc1ccc(C)n1-c1sc2c(c1C#N)CCC(C)C2 (centres undefined),-4,20,23,1,-4,1,41,0
CC(C)(C)c1ccc(OCCC(=O)Nc2cccc(S(=O)(=O)N3CCCCC3)c2)cc1,2,13,11,-2,-7,-7,16,0
Cc1cc(C(=O)Nc2sc3c(c2C#N)CCCCC3)cs1,-3,8,28,-4,-4,-2,-3.1,-85
# The listing continues:
SMILES,CXCR6 inh,EBI2 block,CCR6 antagonist,NR3A LBD binder,A3G deaminase,APOBEC3A inh,MPTP inh,Gli-Sufu block
CCOC(=O)Cn1nc(-c2ccccc2)c2cnc3ccc(CC)cc3c21,2,31,8,0,-6,-3,3.0,18
Cc1ccc(S(=O)(=O)CCC(=O)OCC(=O)Nc2cc(S(=O)(=O)N3CCOCC3)ccc2C)cc1,-1,1,5,1,-9,0,-2.2,-3
Cc1ccc(OCC(=O)NN2C(=O)c3ccccc3C2=O)cc1,-4,-4,6,1,-6,-2,-2.5,0
CCOC(=O)C1CCCN(c2c(N3CCC(N4CCCCC4)CC3)c(=O)c2=O)C1 (centres undefined),-1,-3,9,2,-10,-4,-1.5,10
COc1ccc(CN2CCC(CO)(CCOc3ccccc3)CC2)c(OC)c1C,-4,10,12,-1,-1,-2,1.9,14
CSc1nc(-c2ccccc2)c(C#N)c(=O)n1C,3,-6,18,0,-3,0,-1.7,-3
COc1cccc2c(=O)n(CC(=O)N3CCC(C)CC3)ccc12,0,-2,8,-4,6,-4,-0.9,0
CCN(CC)C(=O)C(C(=O)c1cccc([N+](=O)[O-])c1)n1cc(Cl)ccc1=O (centres undefined),-1,1,-11,1,-8,-3,0.9,-8
CCOC(=O)c1ccc(-c2ccc3[nH]c4ccccc4c(=O)c3c2)cc1F,2,14,7,3,-1,1,-0.5,-20

# Random draw from the library; about 5.8% have a hit in one of these screens.
